High-throughput results (PubChem)
AGP1 TOR yeast = alters AGP1-GFP fluorescence in TOR pathway yeast screen; S. cerevisiae AGP1-GFP multiplex flow cytometry, 3 h; GFP as percent of DMSO wells; GFP response vs DMSO, % at 10 µM; 0.02% of 320,000 active;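 active means GFP response relative to DMSO above a set limit, near screen average plus 3 SD, cut at about 150% in these data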;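 further: median GFP channel fluorescence of the gated AGP1 strain per well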
CIT2-GFP yeast = yeast TOR pathway CIT2-GFP modulation | S. cerevisiae CIT2-GFP strain, flow cytometry, 3 h; 100 means same as DMSO wells | 0.065% of 320,000 active | AID 2029 | GFP response vs DMSO, % at 10 µM;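 active means GFP response relative to DMSO above a set limit, near the screen mean plus 3 SD, cut at about 150% in these data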;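 further: ratio of well median GFP fluorescence to mean of DMSO wells on the plate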
LAP4-GFP MLPCN = modulators of TOR pathway LAP4-GFP in S. cerevisiae | S. cerevisiae LAP4-GFP multiplex, flow cytometry GFP, 3 h; median GFP as percent of DMSO wells | GFP response vs DMSO, % at 10 µM | 0.34% of 320,000 active | AID 2023;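 active means GFP response vs DMSO above a set limit, about the screen mean plus 3 SD, cut at about 150% in these data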
JMJD2C inh = human JMJD2C demethylase inhibition | inhibition, % at 2.35 µM | Q9H3R0 | AID 2099 | 0.069% of 330,000 active | GST-JMJD2C(1-420) H3K9me3 demethylation, DELFIA europium;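 active means more than half of a compound's replicate wells show inhibition beyond 50%, single wells judged on their own value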;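 further: signal counts dimethyl H3K9 product captured on neutravidin plate; 0% = median of DMSO wells and 100% = 0.3 times that DMSO median; strong numbers were not always called active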
Target sequence (Q9H3R0 1-420 limits assumed): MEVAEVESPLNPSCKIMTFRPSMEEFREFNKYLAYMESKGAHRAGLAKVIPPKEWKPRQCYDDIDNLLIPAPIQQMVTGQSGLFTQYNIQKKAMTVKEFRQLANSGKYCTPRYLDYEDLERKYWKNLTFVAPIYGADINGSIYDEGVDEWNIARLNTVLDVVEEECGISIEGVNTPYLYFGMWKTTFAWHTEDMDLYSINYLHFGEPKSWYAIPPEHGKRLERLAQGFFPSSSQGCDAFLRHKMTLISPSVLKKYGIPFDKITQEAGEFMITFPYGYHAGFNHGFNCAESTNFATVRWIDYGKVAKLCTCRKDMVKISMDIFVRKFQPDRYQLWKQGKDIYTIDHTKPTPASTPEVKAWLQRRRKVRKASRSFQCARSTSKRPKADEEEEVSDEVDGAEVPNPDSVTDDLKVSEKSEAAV
VLA-4 inh = inhibition in a human VLA-4 binding assay. 0.2% of 330,000 active. AID 2557. inhibition, % (about 7 µM as worked out from the volumes in the protocol). VLA-4 expressing cells, ligand binding flow cytometry; in the data active means inhibition above about 50%
RPL19A TOR yeast = modulators of TOR pathway RPL19A-GFP in S. cerevisiae | S. cerevisiae RPL19A-GFP strain, flow cytometry, 3 h; hits give low values | percent response vs DMSO, % at 10 µM | 0.3% of 330,000 active;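 active means percent response vs DMSO below 50%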;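 further: median channel GFP fluorescence of the barcoded RPL19A-GFP strain; ratio of sample median GFP to plate DMSO average so 100% = DMSO; lower means less RPL19A-GFP as with rapamycin TOR inhibition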
GRK2 aptamer HTS = blocks RNA aptamer binding to human GRK2 | 0.59% of 330,000 active | AID 488847 | inhibition of aptamer binding, % at 10 µM | P25098 | bead flow cytometry, FAM-aptamer displacement from GRK2;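 active means inhibition of aptamer binding above 40%, roughly 3 SD of noise, on plates passing a quality check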;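 further: median bead fluorescence of bound FAM aptamer so fluorescent compounds give negative values; no value below 0 was filed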
Target sequence (P25098 whole entry, looked up): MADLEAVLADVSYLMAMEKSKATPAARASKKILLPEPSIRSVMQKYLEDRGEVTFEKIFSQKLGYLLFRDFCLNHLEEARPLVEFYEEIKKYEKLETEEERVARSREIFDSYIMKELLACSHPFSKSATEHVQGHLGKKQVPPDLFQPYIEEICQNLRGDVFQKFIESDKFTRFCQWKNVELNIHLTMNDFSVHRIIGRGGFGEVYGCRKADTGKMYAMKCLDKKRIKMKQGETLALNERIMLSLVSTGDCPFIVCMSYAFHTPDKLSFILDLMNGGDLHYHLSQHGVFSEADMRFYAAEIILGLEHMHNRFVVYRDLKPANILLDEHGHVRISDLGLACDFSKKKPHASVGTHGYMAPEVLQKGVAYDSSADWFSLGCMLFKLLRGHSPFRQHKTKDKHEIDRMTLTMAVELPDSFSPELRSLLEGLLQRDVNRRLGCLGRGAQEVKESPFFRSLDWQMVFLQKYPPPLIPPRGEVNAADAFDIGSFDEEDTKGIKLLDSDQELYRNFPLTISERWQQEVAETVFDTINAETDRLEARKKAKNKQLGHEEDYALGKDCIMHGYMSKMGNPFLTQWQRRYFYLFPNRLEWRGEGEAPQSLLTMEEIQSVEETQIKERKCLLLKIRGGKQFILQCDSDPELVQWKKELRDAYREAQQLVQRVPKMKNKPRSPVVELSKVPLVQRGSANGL
MEP2-GFP yeast = modulators of TOR pathway MEP2-GFP in S. cerevisiae; 0.51% of 330,000 active; GFP response vs DMSO, % at 10 µM; AID 2016; S. cerevisiae MEP2-GFP strain, flow cytometry GFP, 3 h; 100% = DMSO control level;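 active means GFP response versus DMSO above a set limit, roughly screen mean plus 3 SD, cut at about 180% in these data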;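 further: median GFP fluorescence of the barcode-gated MEP2-GFP cells per well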
Numbers without * were called inactive; . = not tested or not shown.

JMJD2C inh	AGP1 TOR yeast	CIT2-GFP yeast	RPL19A TOR yeast	LAP4-GFP MLPCN	MEP2-GFP yeast	VLA-4 inh	GRK2 aptamer HTS	SMILES
-5	95	99	.	98	99	-10	0	CCOc1ccccc1N/C=C(\C#N)c1nc2ccccc2n1C
-1	93	92	100	86	100	15	0	Cc1ccc(C(=O)NCCCN2CCOCC2)cc1Cl
-2	103	102	107	101	99	0	0	COc1ccc(N=C(N)N=C(N)N)c(OC)c1
4	100	101	99	105	100	3	0	CSCC[C@H](NC(=O)[C@H](Cc1ccccc1)n1c(=O)[nH]c2ccccc2c1=O)C(=O)N1CCC(C(=O)O)CC1
-1	88	59	84	164*	90	0	0	CC1(C(=O)OCc2cc(=O)n3cc(Br)ccc3n2)CC1(Cl)Cl (stereo unspecified)
-6	99	97	96	98	107	8	2	CN1C(=O)C(C)(C)c2cc(S(=O)(=O)NCC3CCC(C(=O)NC4CCCCC4)CC3)ccc21 (stereo unspecified)
6	104	101	94	107	109	-6	0	Cc1noc(C)c1S(=O)(=O)NC1CCCc2ccccc21 (stereo unspecified)
-4	99	98	102	108	100	16	0	Cc1nn(CCOc2cccc(Cl)c2)c(C)c1[N+](=O)[O-]
20	103	94	97	117	100	6	1	COc1ccc(-c2csc(N)n2)cc1F
-9	106	102	101	111	100	-2	3	Cc1cccc(N2CCN(C(=S)NC3CCCCC3)CC2)c1C
1	99	117	96	123	136	-41	0	CN1CCN(C(=O)CCc2nc(-c3ccc(Cl)cc3)no2)CC1
7	99	90	102	99	106	10	4	O=C(CSc1nc2ccccc2[nH]1)N=Nc1c(O)[nH]c2ccccc12
4	94	88	97	104	96	14	4	Cc1[nH]n(-c2ncc(-c3ccc(Cl)cc3)s2)c(=O)c1C(c1ccc(Cl)cc1)C(C#N)C#N (stereo unspecified)
-5	118	90	86	142	89	-2	3	CCOc1ccccc1NC(=O)CSc1nnc(CCC(=O)Nc2ccccc2F)n1C
-3	89	93	91	92	97	2	0	COc1cccc(C(=O)Nc2ccc(NC(C)=O)cc2)c1
-3	101	101	98	90	97	1	7	CCn1c(SCC(=O)N2CCOCC2)nnc1-c1ccco1
-1	94	117	98	72	85	-17	2	Cc1cccc(C(=O)N2CCCC(N3CCN(Cc4ccc5c(c4)OCO5)CC3)C2)n1 (stereo unspecified)
5	99	107	107	103	107	-8	0	CSCCC(NS(=O)(=O)c1cccc(C(F)(F)F)c1)C(=O)N(C)Cc1ccc2c(c1)OCCO2 (stereo unspecified)
-8	94	98	103	117	96	7	0	Cc1ccccc1NC(=S)NCc1ccc2c(c1)cc(C)n2C
-4	116	116	106	105	113	11	3	O=C1Nc2ccccc2N(O)N1c1ccc(S(=O)(=O)N2CCOCC2)cc1
1	96	101	97	120	99	1	0	O=c1[nH]c2ccccc2n1Cc1ccc(Cl)cc1
2	103	101	98	102	106	-17	2	CCOC(=O)N1CCC(NC(=O)c2ccc(CS(=O)(=O)c3ccc(OC)cc3)o2)CC1
-15	98	97	94	103	99	1	0	NC(N)=N/N=C/c1ccc(Br)cc1
-9	105	102	99	106	99	3	0	O=C(COc1ccc2ccccc2c1)N1CCNCC1
-10	79	72	100	103	90	4	0	CCN(CC)c1nc(N)c(C#N)c(CC#N)c1C#N
-2	97	97	97	113	94	7	2	O=C(CSc1nnc(C2CC2)n1Cc1ccco1)NCC(F)(F)F
-6	92	87	93	94	94	19	1	CC(OC(=O)c1cccs1)C(=O)NCc1ccco1 (stereo unspecified)
14	103	98	103	95	100	15	0	COc1ccc(CNc2c(CO)cnc3c2cnn3C)cc1
2	97	104	103	99	102	-11	1	Cc1ccccc1OCC(=O)NC1CCCCCCC1
-20	102	98	103	102	103	6	0	Cc1c(C(=O)N2CCOCC2)c(S(=O)(=O)Nc2cccc(Br)c2)c(C)n1C
-6	98	97	102	99	98	-1	0	Cc1ccc(S(=O)(=O)NCc2cccnc2)cc1C(=O)N1CCCC1
-1	100	.	101	97	98	-8	4	CCCn1c(SCC(=O)Nc2cc(C)on2)nc2c1c(=O)n(C)c(=O)n2C
2	100	97	97	106	99	7	0	CC(C)CNC(=O)/C=C/C=C/CCCC/C=C/c1ccc2c(c1)OCO2
-2	101	104	97	98	103	-3	0	Cn1nc(C(=O)Nc2ccc(S(=O)(=O)NCc3ccco3)cc2)c2ccccc2c1=O
29	99	96	98	98	94	7	6	Cn1c(=O)n(Cc2ccccc2)c2ccccc21
-11	91	94	96	92	97	10	0	CCCCN(C)CCCNC(=O)C1CC(=O)N(Cc2ccc(OC)cc2)C1 (stereo unspecified)
2	80	78	113	78	92	4	0	COc1cccc(NC(=O)C2CCN(S(C)(=O)=O)CC2)c1
2	106	96	99	96	93	5	1	O=C(Cc1c(O)c2ccccc2[nH]c1=O)NCc1cccc(F)c1
8	108	103	101	95	99	7	0	Cc1ccc(-c2noc(CCC(=O)Nc3ccc(C)cn3)n2)cc1
0	99	93	101	91	102	0	0	CCn1c(SCC(=O)NC2CCCC2)nnc1-c1cccnc1
-11	95	98	95	88	94	3	0	CCn1cc(C(=O)N2CCCC(N3CCN(c4cccc(C(F)(F)F)c4)CC3)C2)cn1 (stereo unspecified)
13	98	85	100	104	97	15	2	COc1cccc(-n2c(C)nc3c(cnn3-c3ccc(Cl)cc3)c2=O)c1
-11	106	97	98	99	100	9	0	Cc1cc(-c2ccccc2C(=O)O)on1
5	90	88	93	87	87	15	0	CCOC(=O)NC(=O)CSc1nc2ccc(OCC)cc2[nH]1
0	96	112	103	123	107	-1	0	CCCCCCCCCOC(=O)C(CC(=O)O)N1CCOCC1 (stereo unspecified)
9	104	104	108	95	114	1	0	CC(=O)c1cccc(NS(=O)(=O)c2ccc(NC(=O)N3CCCCC3)cc2)c1
1	100	101	105	91	98	1	0	CC1=NN(C(=O)Cc2ccccc2)C(O)(c2ccccc2)C1 (stereo unspecified)
-1	94	96	100	95	111	-10	0	N#Cc1cccnc1N1CCN(C(=O)c2ccccc2)CC1
-4	101	100	99	105	104	9	1	CN(CC(=O)Nc1ccc(Cl)c(C(F)(F)F)c1)C(=O)c1cccc(N2C(=O)CCC2=O)c1
2	83	92	100	83	94	1	1	Cn1c(CN2CCN(C(=O)c3ccco3)CC2)nc2cc([N+](=O)[O-])ccc21
-10	98	96	93	103	99	8	0	COc1ccc(S(=O)(=O)N2CCC(C(=O)NCc3cccs3)CC2)cc1
2	91	95	91	.	93	-2	0	CCOC(=O)/C(N=Nc1ccc(F)cc1)=C(/O)c1ccc([N+](=O)[O-])cc1
-2	101	108	102	89	96	8	2	O=S(=O)(NCCc1ccccc1)c1ccc(Br)s1
-12	100	109	94	95	95	12	0	CCOc1ccc(C(=O)NC2CCN(CC(=O)NCc3cccs3)CC2)cc1
7	103	85	100	108	91	16	0	CCOC(=O)C1(Cc2ccc(OC)cc2)CCN(C(=O)c2ccoc2C)CC1
-4	99	90	97	103	109	17	0	CCN(CC)S(=O)(=O)c1ccc(C(=O)N2CCN=C2SC)cc1
11	99	100	103	99	99	8	0	NS(=O)(=O)c1ccc(NC(=O)COC(=O)CCc2c[nH]c3ccccc23)cc1
16	106	96	98	89	90	9	0	O=C(CNC(=O)c1ccco1)NCC(=O)OCc1ccc(Cl)cc1
-11	98	108	108	100	108	5	0	COc1ccc(S(=O)(=O)N2CCOC2CNC(=O)C(=O)NCc2ccc3c(c2)OCO3)cc1OC (stereo unspecified)
-7	95	98	100	104	101	10	0	COC(=O)C1=C(C)N(Cc2ccc(OC)cc2)C(=O)C1

Copied from the list.
For JMJD2C inh, `Cc1nn(CCOc2cccc(Cl)c2)c(C)c1[N+](=O)[O-]` is listed with -4
For GRK2 aptamer HTS, `CC1(C(=O)OCc2cc(=O)n3cc(Br)ccc3n2)CC1(Cl)Cl` (stereo unspecified) is listed with 0
For GRK2 aptamer HTS, `Cc1ccc(-c2noc(CCC(=O)Nc3ccc(C)cn3)n2)cc1` is listed with 0
For AGP1 TOR yeast, `Cc1ccccc1NC(=S)NCc1ccc2c(c1)cc(C)n2C` is listed with 94
For LAP4-GFP MLPCN, `Cc1cccc(N2CCN(C(=S)NC3CCCCC3)CC2)c1C` is listed with 111
For GRK2 aptamer HTS, `Cc1cc(-c2ccccc2C(=O)O)on1` is listed with 0
For GRK2 aptamer HTS, `COc1cccc(-n2c(C)nc3c(cnn3-c3ccc(Cl)cc3)c2=O)c1` is listed with 2

Further results.
JMJD2C inh	AGP1 TOR yeast	CIT2-GFP yeast	RPL19A TOR yeast	LAP4-GFP MLPCN	MEP2-GFP yeast	VLA-4 inh	GRK2 aptamer HTS	SMILES
-6	103	103	103	99	100	4	0	CCc1noc(C)c1C(=O)Nc1cccc2ncccc12
5	99	105	97	91	100	6	3	COCCCNC(=O)c1cc2c(=O)n(C)c3ccccc3c2n1C
2	98	90	93	109	95	-7	6	COCCCNC(=S)N1CCCN(c2nc3cc(C)c(C)cc3cc2C#N)CC1
-13	93	98	98	101	115	12	0	CN(CCC#N)C(=O)c1cc2c(Cl)nc3ccccc3c2s1
7	102	105	100	96	98	-6	2	CCOC(=O)N1CCN(C(=O)CCN2C(=O)COc3ccc(C)cc32)CC1
0	100	96	96	100	97	-4	4	Cc1cnc(C(=O)Nc2ccc(N3CCOCC3)cc2)cn1
7	97	100	101	101	112	2	0	CCN1CCN(C(=O)N2CCOCC2)CC1
7	95	111	100	102	100	2	2	CCc1sc(C(=O)NC)cc1Br
2	121	118	114	111	112	8	0	CCN(Cc1ccccc1)C(c1cc2ccc(C)cc2[nH]c1=O)c1nnnn1CCOC (stereo unspecified)
4	104	104	102	111	108	-11	0	Cc1c(C(=O)OC(C)C)[nH]c2c1C(=O)CC(C)(C)C2
3	100	103	97	96	98	19	0	O=C(Nc1ccc(NC(=O)c2ccc(S(=O)(=O)c3ccccc3)cc2)cc1)c1ccccc1
-3	103	104	103	99	101	-10	6	Cn1cccc1CNC(=O)Nc1ccccc1
-10	102	98	103	109	105	1	0	O=C(CC1C(=O)NCCN1Cc1ccccc1F)NC1CCCCCC1 (stereo unspecified)
-3	105	113	105	96	105	0	0	Cc1ccc(CCNC(=O)C2CCCN(S(C)(=O)=O)C2)cc1 (stereo unspecified)
-7	95	95	101	87	100	11	2	O=C(CSc1nnc(NC(=O)c2ccc(F)cc2)s1)NCc1ccco1
-5	94	108	103	76	105	0	0	O=C(Nc1cccc2cccnc12)c1cc(F)c(F)cc1Cl
0	97	100	101	94	93	-1	0	Cn1nccc1C(=O)NC1CCN(Cc2ccccc2)CC1
1	96	91	102	97	106	-1	0	COc1ccccc1N1CCN(/N=C/c2cc(OC)c(OC)c(OC)c2)CC1
-2	96	96	97	94	99	8	0	Cc1cccc2cc(CN(C(=O)c3cnccn3)C3CCCCC3)c(Cl)nc12
-5	104	105	102	103	104	-8	3	COc1ccccc1Nc1nc(-c2sc(N)nc2C)cs1
6	102	103	102	99	101	-7	2	O=C(c1ccco1)N1N=C(c2ccco2)CC1c1ccc(Cl)cc1Cl (stereo unspecified)
3	102	93	97	102	95	3	4	CC(C)(C)n1cnc2cc(NS(=O)(=O)c3ccc(Br)cc3)ccc21
0	89	80	91	88	92	32	1	CCC(=NCc1ccc(Cl)c(Cl)c1)c1nc(-c2ccco2)oc1O
0	94	102	109	90	107	22	0	O=C(Cn1ncc(Cl)c(Cl)c1=O)N1CCN(S(=O)(=O)c2ccc3ccccc3c2)CC1
.	100	97	96	104	99	-4	2	O=C(CN1CCN(Cc2ccccc2)CC1)NNC(=O)c1ccccc1
-4	97	98	99	93	101	13	2	O=C(NCc1cc(C(F)(F)F)ccc1F)C1CCC(=O)N(C2CC2)C1 (stereo unspecified)

One compound at a time (already shown). Order of screens: JMJD2C inh | AGP1 TOR yeast | CIT2-GFP yeast | RPL19A TOR yeast | LAP4-GFP MLPCN | MEP2-GFP yeast | VLA-4 inh | GRK2 aptamer HTS
`O=C(c1ccco1)N1N=C(c2ccco2)CC1c1ccc(Cl)cc1Cl` (stereo unspecified) is listed as 6 | 102 | 103 | 102 | 99 | 101 | -7 | 2
`O=C(NCc1cc(C(F)(F)F)ccc1F)C1CCC(=O)N(C2CC2)C1` (stereo unspecified) is listed as -4 | 97 | 98 | 99 | 93 | 101 | 13 | 2
